NPY Y2 blocker: blocks the human neuropeptide Y Y2 receptor; P49146; NPY-Y2 expressing cells, antagonist mode; inhibition, % at 2.7 µM; 0.99% of 140,000 active; in the data active = inhibition above about 17%;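 also: 0% = vehicle with agonist challenge and 100% = reference antagonist with challenge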
Target sequence (P49146 whole entry, looked up): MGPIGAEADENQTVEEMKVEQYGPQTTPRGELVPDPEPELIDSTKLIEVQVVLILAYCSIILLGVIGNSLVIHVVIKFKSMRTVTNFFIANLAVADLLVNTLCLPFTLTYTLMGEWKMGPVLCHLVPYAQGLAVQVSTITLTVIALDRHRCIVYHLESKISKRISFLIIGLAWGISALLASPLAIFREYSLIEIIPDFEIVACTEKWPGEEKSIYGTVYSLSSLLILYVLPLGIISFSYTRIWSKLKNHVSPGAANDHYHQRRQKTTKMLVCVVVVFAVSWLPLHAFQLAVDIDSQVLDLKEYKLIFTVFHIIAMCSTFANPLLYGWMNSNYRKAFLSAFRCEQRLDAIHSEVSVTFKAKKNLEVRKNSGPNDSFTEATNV
HCT116 PTEN-null: PTEN-deleted cell growth suppression; 1.2% of 140,000 active; viability, % at 10 µM; HCT116 PTEN-null viability, CellTiter-Glo, 60 h; hits give low values; AID 827;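 active = viability at or below a set limit, 4 SD under the median of all tested compounds, cut at about 3.7% in these data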;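 also: PTEN knockout HCT116 line with beta catenin targeted HCT116 as companion control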
GALR2 antag: GALR2 (human) receptor antagonism | 0.39% of 140,000 active | GALR2-expressing cells, antagonist mode | O43603 | inhibition, % at 4 µM; in the data active = inhibition above about 27%;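 also: cells stimulated with galanin 1-16 at roughly its EC80; 0% = agonist challenge control and 100% = basal control without agonist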
Target sequence (O43603 whole entry, looked up): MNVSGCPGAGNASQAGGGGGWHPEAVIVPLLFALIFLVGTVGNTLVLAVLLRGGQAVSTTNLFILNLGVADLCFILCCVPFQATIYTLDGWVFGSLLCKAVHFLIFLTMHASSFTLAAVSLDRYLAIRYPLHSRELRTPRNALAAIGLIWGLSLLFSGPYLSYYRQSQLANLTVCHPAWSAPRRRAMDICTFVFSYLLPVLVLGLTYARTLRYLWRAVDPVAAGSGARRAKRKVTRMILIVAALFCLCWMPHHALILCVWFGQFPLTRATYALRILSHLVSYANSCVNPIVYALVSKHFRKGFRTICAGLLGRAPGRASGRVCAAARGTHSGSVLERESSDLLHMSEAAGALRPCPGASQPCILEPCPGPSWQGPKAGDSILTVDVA
Yeast lifespan up: yeast lifespan extension. S. cerevisiae growth with nicotinamide, OD615; deaD strain in restrictive glucose medium. inhibition of the nicotinamide effect, % at 10 µM. 0.68% of 130,000 active. AID 775;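 active = inhibition above a set limit, placed 3 SD over the median of all compounds, cut at about 26% in these data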;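 also: 0% = nicotinamide-treated wells and 100% = cells grown without nicotinamide; some compounds called inactive have numbers as strong as hits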
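Material: Modified budding yeast, DeaD strain | Medium: Restrictive glucose medium | Probe or stimulus: 1.5 mM nicotinamide | Dosing: Single dose 10 µM compound, 0.25% DMSO | Times: 48 h at 30 °C | Technique: OD615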
Phagocyt inh: macrophage phagocytosis inhibition; J774A.1 macrophage IgG-bead phagocytosis, imaging; inhibition, % at 5 µM; 0.07% of 110,000 active;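 active = inhibition above the mean of the plate negative controls plus 5 SD, cut at about 13% in these data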;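 also: phagocytic index as fraction of beads internalized from green versus red external bead signal; plate controls were DMSO negative control for no effect and cytochalasin-D positive control for full effect; some results beyond the cut were filed as inactive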
Yeast growth inh: yeast BB579 growth reduction in restrictive medium; S. cerevisiae BB579 growth, OD615, 48 h; inhibition, % at 10 µM; 0.51% of 140,000 active; AID 804;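 active = inhibition above a set limit, 3 SD over the mean compound inhibition, cut at about 44% in these data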; also: inactives centre near -24
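Material: Saccharomyces cerevisiae DeaD strain BB579, replicative lifespan model yeast; buffer or medium: CSMM-D restrictive synthetic medium containing dextrose (glucose); compound: 10 µM single dose, DMSO 0.25%; timing: 48 h compound exposure at 30 °C after 4 h preincubation; signal: turbidity as optical density at 615 nm; benchmarks: positive control amphotericin B 10 µg/mL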
E-sel TNF inh: blocks E-selectin expression induced by TNF alpha | 0.71% of 120,000 active | HUVEC TNFa-induced E-selectin immunofluorescence, high content | AID 1246 | inhibition, % at 2 µM;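 active = inhibition above the batch mean plus 3 SD, and confirmed as a hit on visual image review, cut at about 43% in these data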;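 also: 0% = TNF-stimulated DMSO wells and 100% = unstimulated control wells; not every result past the cut was called active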
MRP-1 activ: activators of MRP-1; H69AR cells + doxorubicin, viability rescue, CellTiter-Glo; viability increase, % at 10 µM; 0.61% of 140,000 active;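 active = viability gain under doxorubicin at or above a set limit, the compound median plus 3 SD, cut at about 4.7% in these data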;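 also: MRP-1 overexpressing cells given doxorubicin 25 µM after compound pretreatment; 18-22 h compound pretreatment then 72 h with doxorubicin before readout; 0% = doxorubicin-only wells and 100% = vehicle-treated cells without doxorubicin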
HCT116 bCat-KO: beta-catenin-lacking colon tumor cell growth suppression; viability, % at 10 µM; 1.5% of 140,000 active; HCT116 beta-catenin knockout viability, CellTiter-Glo, 60 h; hits give low values;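 active = viability at or under a set limit, the compound median less 4 SD, cut at about 6% in these data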;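 also: 0% = Hyamine 1622 control at 20 µM and 100% = untreated cell control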
Measles CPE: protection of cells from measles virus. Measles virus-infected cells, CPE protection, absorbance. protection (pct of control), % at 4 µM. 1.5% of 140,000 active. AID 841; in the data active = protection mostly above about 24%, no sharp cut-off; inactive = mostly below about 26%; also: some compounds called inactive have numbers as strong as hits
* = called active by the depositor; nt = no result given.

molecule | NPY Y2 blocker | HCT116 PTEN-null | GALR2 antag | Yeast lifespan up | Phagocyt inh | Yeast growth inh | E-sel TNF inh | MRP-1 activ | HCT116 bCat-KO | Measles CPE
O=C(COn1nnc2ccc(C(F)(F)F)cc21)Nc1nnc(-c2ccccc2)o1 | 2.6 | 88.1 | -1.5 | -10.6 | -0.4 | -38.0 | -13.0 | -3.7 | 90.2 | 12.8
O=C1CCC(=O)N1OCCCOc1ccccc1 | 0.0 | 95.1 | -7.0 | 8.8 | -0.7 | -14.4 | -9.1 | -0.7 | 108.4 | 13.7
Cc1occc1C(=O)Nc1cc(C(F)(F)F)ccc1Cl | 3.9 | 98.6 | -14.8 | -17.5 | -0.5 | 11.9 | -1.9 | -0.5 | 88.8 | 5.3
O=C(c1ccc(Br)o1)N1CCN(c2ccccc2F)CC1 | 5.1 | 79.0 | 10.4 | -27.9 | 0.3 | -30.2 | -44.3 | 0.6 | 78.4 | 3.6
Cc1cc(NC(=O)C(C)(C)C)no1 | 2.0 | 104.0 | -2.1 | -8.0 | -1.0 | -34.7 | -4.6 | 0.6 | 103.7 | 17.7
Oc1ccc(/C=N/NC2=NCCCCC2)cc1 | -1.1 | 111.5 | 3.4 | -5.0 | -1.1 | -44.6 | 22.0 | -0.6 | 92.0 | 21.2
O=[N+]([O-])c1c(Nc2ccccc2)ccc2nonc12 | 3.7 | 101.1 | -0.6 | -12.3 | -0.6 | -30.0 | 4.5 | 0.3 | 102.5 | 28.1*
O=C(/C=C/c1ccccc1)N/C(=C/c1ccccc1)C(=O)N1CCCCC1 | 1.8 | 91.2 | -18.3 | -4.4 | -0.2 | -10.6 | 23.5 | -0.9 | 94.1 | 47.3*
Cc1ccsc1/C=C1\SC(N)=NC1=O | 2.5 | 96.2 | -5.5 | -13.2 | nt | -36.4 | -22.9 | 1.7 | 82.0 | 10.6
C=CCCC(=O)Nc1nc(C)c(-c2csc(Nc3ccc(Cl)cc3Cl)n2)s1 | -1.6 | 64.5 | -41.0 | -21.3 | 0.2 | -23.2 | -1.1 | -3.5 | 54.2 | 7.7
CC(C)NC(=S)NC(=O)c1ccc(Cl)cc1Cl | 5.7 | 75.2 | 2.3 | -2.0 | -9.1 | 25.7 | 9.2 | 0.1 | 76.8 | 4.9
Cc1nc(N)sc1Cc1ccc2c(c1)OCO2 | 6.1 | 97.4 | -2.7 | -3.5 | -0.4 | 11.1 | nt | -1.2 | 98.0 | 5.7
COc1cc2c(=O)n(CC3CCCO3)c(=O)n(CC(=O)Nc3cccc(Cl)c3)c2cc1OC (centres undefined) | -0.9 | 97.4 | -12.8 | -7.1 | -0.9 | 6.5 | 7.0 | -1.5 | 84.1 | 14.0
COCCN1C(=O)c2oc3ccccc3c(=O)c2C1c1ccc(OC)c(OC)c1 (centres undefined) | -2.4 | 0.2* | 7.8 | 4.4 | nt | -46.7 | -2.0 | -2.0 | 0.1* | 4.8
OC(COc1ccc2ccccc2c1)CN1CCCC1 (centres undefined) | 5.9 | 97.5 | -7.3 | 2.6 | 0.0 | 5.3 | nt | -1.2 | 93.0 | 25.7
O=C(Cn1nnc2ccccc2c1=O)NCCc1ccc(Cl)cc1Cl | 4.5 | 85.9 | -3.5 | -5.5 | 2.1 | -34.5 | 16.7 | 0.5 | 87.8 | 34.4
O=C1C(Nc2ccccc2)=C(N2CCCCC2)C(=O)c2ccccc21 | 0.6 | 35.3 | 2.8 | -26.9 | nt | 30.0 | -50.5 | -2.9 | 29.1 | 10.7
CN1CCN(C(=O)/C(=C\c2cccs2)NC(=O)c2cccs2)CC1 | 3.1 | 95.8 | 10.3 | 2.0 | 6.2 | -9.5 | -1.0 | -2.9 | 90.3 | 1.0
Cn1ncc(C#N)c1NC(=O)C1CC(c2ccc(Cl)c(Cl)c2)=NO1 (centres undefined) | 0.0 | 103.5 | -1.1 | -29.5 | nt | -6.3 | -36.9 | -2.3 | 91.9 | 11.2
CCCCNC(=O)CN1C(=O)NC2NC(=O)NC21 (centres undefined) | 0.8 | 99.8 | 7.6 | -11.0 | nt | 9.3 | -13.2 | 2.1 | 91.9 | 8.5
COc1ccc(Cn2nnnc2C(c2ccccc2Cl)N2CCC(C(N)=O)CC2)cc1 (centres undefined) | 1.3 | 91.0 | 9.6 | -1.8 | nt | -0.6 | -21.9 | -3.5 | 89.6 | -0.8
COc1ccc(NC(=O)CCN2CCCCCC2)cc1 | 0.0 | 100.5 | 5.5 | nt | nt | -40.8 | 8.8 | -1.6 | 96.7 | 12.4
COC(=O)c1ccc(NC(=O)Cc2ccccc2)cc1 | 0.8 | 83.6 | -6.6 | -22.9 | 1.4 | -10.5 | -11.6 | -2.1 | 92.9 | 5.2
Cc1ccc(N2CC(C)Cn3c2nc2c3c(=O)n(CC(=O)OCc3ccccc3)c(=O)n2C)cc1C (centres undefined) | -0.3 | 67.4 | -19.0 | -16.2 | -1.3 | -37.1 | 0.0 | -2.2 | 73.6 | 3.2
CCN1C(=O)c2ccccc2S(=O)c2ccc(C(=O)N3CCN(C(=O)c4ccco4)CC3)cc21 (centres undefined) | -0.7 | 93.5 | 1.2 | -5.7 | -0.3 | -0.7 | -4.3 | -0.7 | 95.9 | 21.7

molecule | NPY Y2 blocker | HCT116 PTEN-null | GALR2 antag | Yeast lifespan up | Phagocyt inh | Yeast growth inh | E-sel TNF inh | MRP-1 activ | HCT116 bCat-KO | Measles CPE
O=C(OC(C(=O)NCc1cccs1)c1ccccc1F)c1ccco1 (centres undefined) | -0.5 | 95.5 | -5.0 | nt | nt | -18.2 | -6.2 | -1.3 | 99.2 | 42.0*
CCOc1ccc(C(=O)OC2CCN(C)CC2)cc1 | 2.2 | 103.8 | 10.3 | nt | nt | -38.4 | -12.8 | -1.6 | 92.9 | 7.8
Cc1cc(C(=O)NCCCOC(C)C)c2ccccc2n1 | -0.6 | nt | 0.1 | -3.6 | nt | -40.6 | nt | -0.1 | 92.6 | 4.6
CCOc1ccc(N2CC(C(=O)Nc3ccc(F)cc3F)CC2=O)cc1 (centres undefined) | 1.7 | 103.3 | -10.3 | -2.2 | 3.3 | -15.1 | 3.4 | -1.5 | 95.2 | 8.8
COc1cc(OC)c(OC)cc1/C=N/Nc1ncnc2c1[nH]c1ccccc12 | 2.9 | 4.6 | -7.3 | -2.2 | -5.7 | -22.2 | -3.9 | -4.7 | 4.2* | 3.5
Cc1cc(C(=O)CSc2nnc(-c3ccco3)o2)c(C)n1-c1ccc2c(c1)OCCO2 | 4.1 | 77.2 | 2.9 | -11.5 | -0.3 | -45.1 | nt | -1.8 | 76.9 | 19.6
Cc1ccc(C(=O)N/C(=C/c2cccs2)C(=O)NCc2ccco2)cc1 | 3.2 | 107.7 | 27.0* | 0.5 | -5.9 | -9.4 | nt | -3.2 | 104.0 | 3.5
CCOC(=O)c1ccccc1NC(=O)c1ccccc1NS(C)(=O)=O | 8.2 | 96.3 | 1.1 | -18.1 | -2.4 | -13.0 | 13.6 | -0.9 | 94.8 | 27.9
O=C(NCc1ccco1)C12CN(Cc3ccccc3)CC1C(c1ccc([N+](=O)[O-])cc1)=NO2 (centres undefined) | 4.1 | 73.6 | -7.2 | -14.6 | nt | -45.2 | 23.0 | -5.3 | 80.6 | 18.9
CCCCNc1cc(=O)oc2ccccc12 | 0.8 | 88.1 | 8.5 | -27.6 | nt | -23.9 | -12.3 | -3.0 | 101.4 | 6.2
Cc1ccc(NC(=O)CCC(=O)N/N=C/c2cccs2)cc1C | 2.6 | 105.5 | 9.1 | -4.5 | -2.3 | -8.2 | 19.4 | 7.2* | 94.6 | 9.2
CSc1ccc(S(=O)(=O)Nc2ccc(NC(C)=O)cc2)cc1 | 2.3 | 78.6 | 1.8 | -18.6 | -2.5 | -33.2 | -4.6 | -3.8 | 76.0 | 11.0
CCc1c(O)c(/C(C)=N\O)c(=O)n(-c2ccccc2)c1-c1ccccc1 | 5.4 | 94.0 | -6.8 | -4.7 | -6.4 | -13.4 | 9.9 | -1.9 | 91.1 | 2.8
O=C(CSc1ccc(Cl)cc1)Nc1cccc(-c2nnc(-c3ccco3)o2)c1 | 0.6 | 104.4 | 6.4 | 2.2 | -13.4 | -29.0 | 14.0 | 0.8 | 103.5 | 26.4
CCOC(=O)Cc1nn(C)c(=O)c2ccccc12 | -0.8 | 99.6 | -9.4 | 0.8 | -3.8 | -54.3 | -2.0 | -0.3 | 94.0 | 6.8
CCCn1c(=O)c2ccccc2n2c(SCc3nc4ccccc4s3)nnc12 | 17.0 | 79.4 | 1.3 | 0.0 | -0.2 | -29.6 | nt | -4.0 | 87.2 | 7.3
CCc1cc2c(=O)n(-c3ccc(Br)cc3)cnc2s1 | 3.2 | 105.2 | -8.7 | -3.6 | -2.3 | -72.9 | -2.1 | 1.3 | 93.3 | 2.9
CCCOc1ccc(-c2nnn(CC(=O)Nc3cccc(C(=O)OC)c3)n2)cc1 | nt | 78.8 | nt | nt | -1.0 | -27.1 | nt | -4.1 | 76.8 | 15.1
COc1cccc(N=Cc2c[nH][nH]c2=O)c1 | 0.8 | 99.1 | 5.9 | -31.1 | 2.5 | -21.7 | -22.3 | -4.2 | 109.7 | 5.1
COc1ccccc1Nc1nc(N)nc(CSC(=S)N2CCC(C)CC2)n1 | 6.3 | 84.6 | -7.0 | -1.4 | nt | -38.8 | nt | -0.9 | 82.7 | 21.1
Cc1ccc(-c2nc(-c3ccccc3)no2)c(Cl)c1 | 3.3 | 70.7 | 5.6 | -10.9 | 0.2 | 0.3 | -14.8 | -2.5 | 77.4 | 3.6
COc1ccc(Br)cc1/C=N/NC(=O)CNC(=O)/C=C/c1ccccc1 | 2.1 | 24.6 | 2.8 | -9.9 | -0.9 | -16.4 | 12.0 | -1.9 | 18.9 | 6.6
O=C(CCC(=O)OCC(=O)c1ccccc1)NC1CCCCC1 | 1.6 | 94.3 | 2.6 | 5.2 | -1.9 | -47.8 | -3.1 | -0.7 | 92.1 | 7.6
N#CC1=C(N)Oc2c(oc(CO)cc2=O)C1c1cccs1 (centres undefined) | -0.8 | 98.6 | 10.2 | -7.6 | -1.2 | -45.2 | -4.5 | -1.3 | 97.5 | 14.4
CCSc1nc(-c2ccccc2)nc(C(Cl)Cl)n1 | 2.6 | 2.0* | -4.4 | -0.9 | nt | -36.7 | nt | 1.6 | 4.2* | 0.2
Cc1nc2c(C(=O)N3CCN(C)CC3)cnn2c(C)c1Cc1ccc(Cl)cc1 | 1.4 | 98.8 | 0.3 | 5.5 | 0.5 | -20.1 | nt | -3.4 | 90.8 | 20.3
CCc1ccc(N2C(=O)C3ON(c4ccccc4)C(c4ccco4)C3C2=O)cc1 (centres undefined) | 0.3 | 118.2 | -4.0 | -2.5 | -0.3 | -56.2 | 3.2 | -0.4 | 102.5 | 5.5
